Casp6 inh: blocks human caspase-6 cleavage activity; P55212; purified caspase-6, Z-VEID-R110 cleavage fluorescence; inhibition, % at 12.5 µM; 350,000 tested, 0.53% active; AID 686996;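 active = mean inhibition across replicates at least about 35%, with every replicate also reaching that limit, limit read from the data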;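 note: 0% = median of neutral control wells and 100% = no fluorescence left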
Target sequence (P55212 24-179 limits assumed): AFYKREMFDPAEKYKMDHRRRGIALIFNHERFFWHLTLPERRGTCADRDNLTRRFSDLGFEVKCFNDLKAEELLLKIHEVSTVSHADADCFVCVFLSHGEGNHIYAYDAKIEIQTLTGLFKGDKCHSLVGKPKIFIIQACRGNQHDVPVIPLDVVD
Target sequence (P55212 194-293 limits assumed): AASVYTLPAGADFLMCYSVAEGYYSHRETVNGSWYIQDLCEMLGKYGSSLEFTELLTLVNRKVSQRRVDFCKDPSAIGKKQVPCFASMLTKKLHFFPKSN
Statin myotox sup: suppressors of simvastatin-induced myotoxicity in C2C12 myotubes; ATP luminescence, 48 h; scaled: DMSO 0, geranylgeraniol control 100; rescue of ATP level, % at 7.49 µM; 330,000 tested, 0.78% active;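 active = mean ATP rescue above about 67%, or every replicate alone reaching that limit, limit read from the data, passing the limit was not always enough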;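 note: myotubes were challenged with 10 µM simvastatin during compound exposure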
S100A4 MyoIIA: blocks human S100A4 binding to myosin IIA peptide. P26447. AID 652163. inhibition, % at 10.7 µM. 360,000 tested, 0.14% active. S100A4/TAMRA-MyoIIA peptide fluorescence polarization;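 active = mean inhibition of at least 70% across replicates, with every replicate also reaching that level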
Target sequence (P26447 whole entry, looked up): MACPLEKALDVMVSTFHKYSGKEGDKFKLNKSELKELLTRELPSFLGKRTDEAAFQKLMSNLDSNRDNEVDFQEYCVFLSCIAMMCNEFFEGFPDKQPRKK
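Material: S100A4 monomer protein | Medium: HEPES pH 7.2 with CaCl2, KCl, NaCl, DTT, Triton | Reagent: Labelled myosin peptide probe, 5 nM | Doses: One dose per compound | Times: 5 min incubation before reading | Benchmarks: Neutral control DMSO, positive control TFP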
LGR2 antag: blocks bursicon-induced cAMP signaling via Drosophila LGR2; AID 720647; inhibition, % at 9.99 µM; 380,000 tested, 0.35% active; HEK293 LGR2, CRE-luciferase, bursicon-stimulated, 4 h;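 active = drop in luminescence signal, shown as inhibition above about 50% in the replicate tests, limit read from the data, passing the limit was not always enough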;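 note: agonist challenge used bursicon conditioned medium at about half maximal strength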
FN deposition inh: fibronectin deposition inhibition | AID 743247 | AH1F fibroblasts, Alexa488-fibronectin deposition fluorescence, overnight | 350,000 tested, 0.086% active | inhibition, % at 12.6 µM;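 active = mean inhibition across replicates of 30% or more, regardless of how many single replicates reach that level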;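 note: positive control wells lacked labelled fibronectin entirely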
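Material: AH1F fibroblasts assembling fluorescent fibronectin matrix; amount: 10000 AH1F cells/well; medium: DMEM, 2% serum; reagent: Alexa488-fibronectin, 24 nM final in well; dosing: single compound dose, delivered by pin transfer; incubation: 1 h adhesion, overnight exposure; detection: fluorescence after three HBSS washes, excitation 485 nm, emission 525 nm; measure: fibronectin deposition inhibition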
SIRT5 inh: sirtuin-5 (human) deacylase inhibition; Q9NXA8; Purified SirT5, succinyl-peptide AMC, trypsin-coupled fluorescence; inhibition, % at 15 µM; 330,000 tested, 1.1% active; AID 652115; in the data active = inhibition above about 15%
Target sequence (Q9NXA8 whole entry, looked up): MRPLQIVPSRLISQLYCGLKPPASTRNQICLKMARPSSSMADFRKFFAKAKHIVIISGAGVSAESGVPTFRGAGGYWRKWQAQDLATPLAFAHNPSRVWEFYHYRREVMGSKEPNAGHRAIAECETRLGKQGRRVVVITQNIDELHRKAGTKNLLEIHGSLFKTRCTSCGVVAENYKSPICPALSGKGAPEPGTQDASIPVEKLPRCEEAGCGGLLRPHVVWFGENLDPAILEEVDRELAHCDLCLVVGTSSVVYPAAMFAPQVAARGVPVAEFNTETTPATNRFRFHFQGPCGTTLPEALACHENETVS
esBAF inh: inhibitors of esBAF chromatin remodeling in mouse ES cells; Bmi1-luciferase knock-in reporter, 24 h; 100% = twice the neutral-well signal; reporter increase, % at 12.5 µM; 350,000 tested, 2% active; AID 602393; in the data active = activation above about 40%;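 note: 0% = median of the plate's neutral control wells and 100% = double that signal; a rise in the Bmi1 reporter signal indicates esBAF inhibition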
An asterisk follows results filed as active; . = not tested or not shown. Not all compounds are listed, so the mix of outcomes need not match the whole.

Start of the data: the first 6 records, to show the layout:
(1) CCCC#Cc1ccc([C@H]2[C@H](C#N)N(C(=O)CN3CCOCC3)[C@H]2CO)cc1
(2) O=C(Cn1nc(-c2ccco2)ccc1=O)Nc1ccc(Cl)c(Cl)c1
(3) CCCC(=O)Nc1ccc2c(c1)C(=O)N(C)C[C@@H](OC)[C@@H](C)CN(Cc1nccs1)[C@H](C)CO2
(4) C[C@H]1CCCCO[C@H](CN(C)Cc2ccncc2)[C@@H](C)CN([C@@H](C)CO)C(=O)c2cc(NC(=O)Nc3ccc(F)cc3)ccc2O1
(5) CC(C)CCN1CCN(CC#Cc2ccccc2)CC1CCO (stereo not given)
(6) C[C@@H]1CN([C@H](C)CO)C(=O)c2cccc(NS(C)(=O)=O)c2O[C@H]1CN(C)Cc1ccc(Cl)c(Cl)c1
entry no.,1,2,3,4,5,6
Casp6 inh,0,4,.,.,4,2
Statin myotox sup,1,-3,1,53,.,29
S100A4 MyoIIA,2,0,-6,.,-5,10
LGR2 antag,8,3,-2,-1,-4,-27
FN deposition inh,5,-3,3,-8,-9,.
SIRT5 inh,3,.,0,.,-1,-5
esBAF inh,-5,-1,-1,1,.,1

Main list, previewed entries included:
(1) CCCC#Cc1ccc([C@H]2[C@H](C#N)N(C(=O)CN3CCOCC3)[C@H]2CO)cc1
(2) O=C(Cn1nc(-c2ccco2)ccc1=O)Nc1ccc(Cl)c(Cl)c1
(3) CCCC(=O)Nc1ccc2c(c1)C(=O)N(C)C[C@@H](OC)[C@@H](C)CN(Cc1nccs1)[C@H](C)CO2
(4) C[C@H]1CCCCO[C@H](CN(C)Cc2ccncc2)[C@@H](C)CN([C@@H](C)CO)C(=O)c2cc(NC(=O)Nc3ccc(F)cc3)ccc2O1
(5) CC(C)CCN1CCN(CC#Cc2ccccc2)CC1CCO (stereo not given)
(6) C[C@@H]1CN([C@H](C)CO)C(=O)c2cccc(NS(C)(=O)=O)c2O[C@H]1CN(C)Cc1ccc(Cl)c(Cl)c1
(7) Cc1cc(C)c(NC(=O)CS(=O)CC(=O)NCC2CCCO2)c(C)c1 (stereo not given)
(8) O=C(CCCC(=O)c1ccccc1)NCc1ccccc1
entry no.,1,2,3,4,5,6,7,8
Casp6 inh,0,4,.,.,4,2,.,0
Statin myotox sup,1,-3,1,53,.,29,-2,2
S100A4 MyoIIA,2,0,-6,.,-5,10,.,3
LGR2 antag,8,3,-2,-1,-4,-27,.,-12
FN deposition inh,5,-3,3,-8,-9,.,18,-2
SIRT5 inh,3,.,0,.,-1,-5,.,-4
esBAF inh,-5,-1,-1,1,.,1,-2,0

(9) CC(C)NC(=O)N(C)C[C@@H]1Oc2c(cccc2N(C)C)C(=O)N([C@H](C)CO)C[C@H]1C
(10) CC(=O)Nc1cccc(-c2nc3ccccc3s2)c1C
(11) C[C@H](CO)N1C[C@H](C)[C@H](CN(C)C(=O)Nc2ccc(F)cc2)OCCCC[C@H](C)Oc2ccc(NC(=O)CCC(F)(F)F)cc2C1=O
(12) O=C1CCCN1c1ccc([N+](=O)[O-])cc1
(13) Cc1ccc(S(=O)(=O)Nc2ccc3c(c2)CC(=O)N([C@H](C)CO)C[C@@H](C)[C@H](CN(C)S(=O)(=O)c2cccs2)O3)cc1
(14) O=C(NCc1ccccc1)C(c1cccc2ccccc12)n1c(=O)c(-c2ccccc2)nc2ccccc21 (stereo not given)
(15) Cc1ccc(C)c(NC(=O)CN(C)C(=O)COc2cccc3c2OC(C)(C)C3)c1
(16) CC(NCCCSc1ccccc1)C(O)c1ccc(O)cc1 (stereo not given)
entry no.,9,10,11,12,13,14,15,16
Casp6 inh,3,-1,1,-4,1,-3,2,-3
Statin myotox sup,-30,.,.,-4,3,.,4,.
S100A4 MyoIIA,10,0,8,6,0,-5,0,-1
LGR2 antag,3,-4,7,6,0,11,14,-28
FN deposition inh,.,0,3,5,.,-14,2,-4
SIRT5 inh,0,4,-1,.,1,-5,-4,.
esBAF inh,9,.,-3,3,-1,.,-1,.

(17) O=C(COc1ccccc1[N+](=O)[O-])N1CCCc2ccccc21
(18) O=CNc1cc(-c2ccoc2)cn2c(-c3ccc(F)cc3)cnc12
(19) COc1ccc(NC(=O)N2CCCC(C(=O)NCCc3ccccc3)C2)cc1 (stereo not given)
(20) CCCN1[C@@H]2c3ccc(-c4ccc(C(=O)N(C)C)cc4)c(=O)n3C[C@@H]2[C@@H](CO)[C@@H]1C(=O)NCCOC
(21) CCOC(=O)CNC(=O)c1ccc2[nH]c3ccccc3c2c1
(22) CC(=O)c1ccc(NC(=O)CSc2nccn2C)cc1
(23) CSc1nc2ccc(NS(=O)(=O)c3ccc(Br)s3)cc2s1
(24) Cc1ncc([N+](=O)[O-])n1Cc1ccc(Cl)cc1
entry no.,17,18,19,20,21,22,23,24
Casp6 inh,-3,11,0,0,1,-1,-1,-2
Statin myotox sup,-20,-5,7,-36,.,.,15,.
S100A4 MyoIIA,0,-3,-1,7,-9,12,50,0
LGR2 antag,-5,-12,-15,17,12,-18,5,12
FN deposition inh,1,-6,-5,.,2,0,12,-4
SIRT5 inh,-2,-9,2,-1,-13,-7,3,-3
esBAF inh,10,12,8,-2,.,.,-12,.

(25) Fc1c(F)c(F)c(SCn2cc(Br)cn2)c(F)c1F
(26) CC(=O)Nc1ccc(S(=O)(=O)Nc2nc3ccccc3nc2Nc2cccc(O)c2)cc1
(27) CCOc1ccccc1NC(=O)c1cc(-c2ccccn2)nc2ccccc12
(28) Cc1cc(C)cc(OCCNC(=O)C2CCN(S(=O)(=O)c3ccccc3)CC2)c1
(29) O=C(Nc1ccnn1C1CCN(Cc2ccccc2OCCO)CC1)c1cccc(F)c1
(30) COc1ccc(NC(=O)C[C@H]2C(=O)N(Cc3ccccc3)C[C@@H]2c2ccc(OC)cc2)cc1
(31) Cc1ccc(N(C)S(=O)(=O)c2ccc(-c3cc(C)no3)s2)cc1
(32) O=C(CN1C(=O)NC2(CCCc3ccccc32)C1=O)c1ccc(F)cc1 (stereo not given)
entry no.,25,26,27,28,29,30,31,32
Casp6 inh,-1,3,2,3,-2,-2,0,3
Statin myotox sup,-14,.,-16,8,-7,2,-31,16
S100A4 MyoIIA,0,-2,-2,-5,1,3,0,-1
LGR2 antag,16,7,-11,-7,18,2,-11,2
FN deposition inh,-2,-13,.,2,-2,7,9,-10
SIRT5 inh,-2,5,-10,-3,0,-8,1,-1
esBAF inh,-2,.,-3,1,-2,4,4,-7

(33) O=[N+]([O-])c1ccc(Cl)c2c1C1C=CCC1C(c1ccccn1)N2 (stereo not given)
(34) COc1ccccc1NC(=O)N1CCC(c2nnc(SCC(N)=O)n2C)CC1
(35) CCc1noc(C)c1C(=O)NCCN1C(=O)S/C(=C\c2ccccc2F)C1=O
(36) CC(C)N(CC(N)=O)c1ncnc2sc(-c3ccccc3)cc12
(37) CCOc1ccc2ccccc2c1/C=N/NC(=O)c1ccncc1
(38) CC1CN(C2CCCCC2)C(=S)NC1=O (stereo not given)
(39) COc1cccc(OC)c1C(=O)NC(=O)Nc1c(C)cccc1C
(40) COc1ccc(-c2noc(N3CCC(C(=O)Nc4ccc(OC)c(OC)c4)CC3)n2)cc1
entry no.,33,34,35,36,37,38,39,40
Casp6 inh,6,.,1,5,-2,-3,-1,-1
Statin myotox sup,.,5,9,17,2,2,-5,0
S100A4 MyoIIA,-8,.,0,0,-2,3,-3,-4
LGR2 antag,-13,.,0,6,.,-4,12,.
FN deposition inh,7,3,1,1,3,.,3,2
SIRT5 inh,1,.,.,10,-3,-5,0,5
esBAF inh,.,1,14,31,-1,-7,-9,-16

(41) CSc1ccc(Cl)c(C(=O)OCC(=O)N2CCN(c3ccccc3)CC2)c1
(42) Cc1noc(C)c1NC(=O)N(C)C[C@@H]1Oc2ccc(NS(=O)(=O)c3cn(C)cn3)cc2CC(=O)N([C@@H](C)CO)C[C@@H]1C
(43) CC1(C)CC(=O)C(C=NCCN2CCN(C(=S)Nc3cccc(Cl)c3)CC2)=C(O)C1
(44) Cc1ccc(S(=O)(=O)N2CCCCC2)cc1NC(=O)C1COc2ccccc2O1 (stereo not given)
(45) COc1ccc(Cc2nc3ccc(C(=O)N4CCCCC4CO)cc3o2)cc1OC (stereo not given)
(46) CC(C)OC(=O)N(C)C[C@H]1OCc2ccccc2-c2c(n(C)c3ccccc23)C(=O)N([C@@H](C)CO)C[C@H]1C
(47) O=C1CN(C(=O)COC(=O)c2ccc(Cl)cc2)c2ccccc2N1
(48) CN(C)CCN1CCN(C2CN(Cc3ccc(F)cc3)S(=O)(=O)C2)CC1 (stereo not given)
entry no.,41,42,43,44,45,46,47,48
Casp6 inh,3,1,.,0,-2,4,-4,.
Statin myotox sup,18,-11,3,-4,4,17,9,2
S100A4 MyoIIA,-11,-3,.,-6,0,4,0,5
LGR2 antag,-6,5,-12,-8,-28,-1,6,5
FN deposition inh,-3,0,-5,3,-2,2,8,1
SIRT5 inh,0,4,.,1,.,-4,-8,-1
esBAF inh,-3,-5,0,1,14,1,-1,-3

(49) CCOC(=O)c1c(NC(=O)CSc2nc3cc(Cl)ccc3c(=O)n2Cc2ccco2)sc(C(=O)N(C)C)c1C
(50) CC(=O)c1cccc(N(CC(=O)NC2CCCCC2)C(=O)CCC(=O)Nc2nc(C)cs2)c1
(51) CO[C@@H]1CN(C)C(=O)c2ccc(NC(C)=O)cc2OC[C@@H](C)N(C(=O)c2cnccn2)C[C@@H]1C
(52) CC(C)C[C@@H]1CN(CCCC[C@H]2CNC(=O)C(=O)N2CCC2CCCCC2)C(=O)C(=O)N1Cc1ccccc1
(53) Cc1c(C)c2c(OCC(=O)N[C@@H](Cc3ccccc3)C(=O)O)cc3c(c2oc1=O)CCC(C)(C)O3
(54) CCCCC1Cc2[nH]c(=S)[nH]c(=O)c2C(c2ccc(F)cc2)O1 (stereo not given)
(55) C[C@@H]1CN([C@@H](C)CO)C(=O)c2cccc(NC(=O)Nc3ccccc3)c2O[C@@H]1CN(C)C(=O)NC1CCCCC1
(56) CCN(CC)S(=O)(=O)c1ccc(SCC(=O)c2c(N)n(C3CC3)c(=O)[nH]c2=O)nc1
entry no.,49,50,51,52,53,54,55,56
Casp6 inh,1,2,.,3,6,-1,1,-3
Statin myotox sup,-8,-5,-5,.,-16,3,-26,7
S100A4 MyoIIA,4,-2,.,3,-1,-2,-1,-4
LGR2 antag,20,8,0,13,.,13,4,0
FN deposition inh,0,3,0,-1,.,.,.,4
SIRT5 inh,-3,4,.,7,-72,-1,10,.
esBAF inh,-3,-7,-3,.,-3,-1,7,-3

(57) CN1CCN(C(=O)/C(=C/c2cn(S(=O)(=O)N(C)C)c3ccccc23)NC(=O)c2ccccc2F)CC1
(58) O=C(O)c1cc(N/N=C/c2ccc(N3CCOCC3)cc2)ccc1Cl
(59) O=C(CSc1nnc(-c2ccco2)n1Cc1ccccc1)NC(=O)NCc1ccco1
(60) Cc1cc(C)n(Cc2cccc(F)c2)c(=O)c1C#N
(61) C/C(=N/NC(=O)C(C)n1nc(C)c([N+](=O)[O-])c1C)c1ccc(OCC(N)=O)cc1 (stereo not given)
(62) CC1(C(=O)NS(=O)(=O)c2ccccc2)CCN1C(=O)CC1CCCC1 (stereo not given)
(63) Cc1nc(S(=O)(=O)Nc2ccccc2C(=O)NCC2CC2)cn1C
(64) Nc1ncnc2c1ncn2C1OC(CO)C(O)C1O (stereo not given)
entry no.,57,58,59,60,61,62,63,64
Casp6 inh,1,3,8,0,0,1,2,0
Statin myotox sup,-10,8,14,.,.,1,-5,3
S100A4 MyoIIA,-4,3,-3,-2,-5,3,0,-6
LGR2 antag,1,-36,6,20,2,-5,2,-32
FN deposition inh,-4,-1,.,.,0,1,1,-7
SIRT5 inh,-1,0,-3,-2,4,.,-6,-1
esBAF inh,6,13,-2,.,.,2,-3,-1

Another view of part of the listing above.
entry	molecule	Casp6 inh	Statin myotox sup	S100A4 MyoIIA	LGR2 antag	FN deposition inh	SIRT5 inh	esBAF inh
60	Cc1cc(C)n(Cc2cccc(F)c2)c(=O)c1C#N	0	.	-2	20	.	-2	.
61	C/C(=N/NC(=O)C(C)n1nc(C)c([N+](=O)[O-])c1C)c1ccc(OCC(N)=O)cc1 (stereo not given)	0	.	-5	2	0	4	.

Assay outcomes (PubChem)
